# SENP7 inh = blocks the human protease SENP7. Q9BQF6. recombinant SENP7, Z-RLRGG-aminoluciferin luminescence, 40 min. inhibition, % at 5 µM. hit rate 1.5% among 330,000. AID 434973;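 active = inhibition above about 50% at the single test dose, limit read from the data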;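 note: plate controls were DMSO with enzyme for no effect and no enzyme buffer wells for full effect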
# Target sequence (Q9BQF6 706-1050 limits assumed): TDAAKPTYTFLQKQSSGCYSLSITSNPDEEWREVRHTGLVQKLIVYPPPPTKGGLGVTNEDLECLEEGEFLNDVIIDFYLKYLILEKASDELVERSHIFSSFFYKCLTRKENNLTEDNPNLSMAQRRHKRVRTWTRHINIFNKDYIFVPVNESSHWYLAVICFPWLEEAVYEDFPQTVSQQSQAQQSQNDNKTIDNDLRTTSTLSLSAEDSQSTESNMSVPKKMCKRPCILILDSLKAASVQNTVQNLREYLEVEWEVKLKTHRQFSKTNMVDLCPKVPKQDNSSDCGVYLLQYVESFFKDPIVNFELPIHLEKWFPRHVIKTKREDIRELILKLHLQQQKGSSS
# SENP6 block = blocks the human protease SENP6 | hit rate 1.8% among 330,000 | Q9GZR1 | inhibition, % at 10 µM | Recombinant SENP6 catalytic domain, aminoluciferin luminescence;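 active = inhibition above about 50% at the single tested dose, limit read from the data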;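 note: plate controls were DMSO wells with enzyme for no effect and DMSO wells lacking enzyme for full effect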
# Target sequence (Q9GZR1 628-1112 limits assumed): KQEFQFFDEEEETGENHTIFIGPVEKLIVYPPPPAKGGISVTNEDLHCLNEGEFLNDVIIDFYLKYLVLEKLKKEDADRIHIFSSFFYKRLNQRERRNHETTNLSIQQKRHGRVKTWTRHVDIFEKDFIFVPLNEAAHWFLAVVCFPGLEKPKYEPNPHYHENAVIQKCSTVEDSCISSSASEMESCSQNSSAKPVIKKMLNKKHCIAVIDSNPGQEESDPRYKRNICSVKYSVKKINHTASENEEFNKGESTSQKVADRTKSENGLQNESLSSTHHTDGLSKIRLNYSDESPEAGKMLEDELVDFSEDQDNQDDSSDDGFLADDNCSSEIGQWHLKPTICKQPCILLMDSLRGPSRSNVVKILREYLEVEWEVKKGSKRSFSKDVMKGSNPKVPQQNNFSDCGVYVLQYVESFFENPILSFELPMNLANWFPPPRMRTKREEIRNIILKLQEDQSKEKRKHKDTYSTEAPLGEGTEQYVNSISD
# * = called active by the depositor. Only part of the results is shown; rates above refer to the full screens.
entry	smiles	SENP6 block	SENP7 inh
1	CCC(C)n1c(-c2ccco2)nc2nc3ccccc3nc21 (configuration not stated)	-6.2	7.1
2	COc1ccc(CC(=O)NNC(=O)Cc2ccc(OC)cc2)cc1	-14.9	5.0
3	O=C(/C=C/c1ccco1)c1ccc(O)cc1	5.9	-6.0
4	CCOC(=O)C1=NN(C(=O)c2cccc(Br)c2)C(O)(C(C)(C)C)C1 (configuration not stated)	-0.1	5.3
5	CC1(C)[C@@H](O)CC[C@]2(C)C3C(O)C=C4[C@H]5C[C@@](C)(C(=O)O)CC[C@]5(C)CC[C@]4(C)[C@]3(C)CC[C@@H]12 (some centres not stated)	12.5	-8.2
6	O=C(c1cccs1)[C@@H]1[C@@H]2C(=O)N(Cc3ccc4c(c3)OCO4)C(=O)[C@@H]2C2c3ccccc3C=CN21 (some centres not stated)	-6.2	35.8
7	Cc1ccccc1SCCNC(=O)CCc1ccccc1	-5.2	3.4
8	CCCC(=O)NCc1ccncc1	-9.0	-7.9
9	N[C@@H](Cc1ccc(O)c(I)c1)C(=O)O	-10.1	-8.5
10	O=c1c2cc(Br)cc(Br)c2oc2nc3n(c(=O)c12)CCCS3	1.1	-4.5
11	Cn1c(=O)c2[nH]c(N3CCN(c4ccccn4)CC3)nc2n(C)c1=O	-9.0	-4.9
12	C/C(=N\NC(=O)Cc1c(C)[nH][nH]c1=O)c1ccc2ccccc2c1	-21.2	-4.4
13	Cc1cc(C2=CC(C)(c3cc(C)oc3C)Nc3nc(C(F)(F)F)nn32)c(C)o1 (configuration not stated)	-10.2	7.5
14	C#CCOCCOCCOCCNc1nc(N2CCN(C(=O)[C@H](CCC(=O)O)n3cc(C(N)Cc4ccc(O)cc4)nn3)CC2)nc(N2CCN(C(=O)[C@H](CCCCN)n3cc(C(N)[C@H](C)CC)nn3)CC2)n1 (some centres not stated)	-24.7	3.1
15	COc1ccc(NC(=O)c2cccc(C(=O)Nc3ccc(OC)cc3)n2)cc1	1.8	-11.8
16	CC1(C(=O)NCCCNc2ncc(C(F)(F)F)cc2Cl)C=CC2(CCCCC2)N1C(=O)c1ccccc1 (configuration not stated)	-1.7	-6.5
17	CCOC(=O)N1CCN(C(=O)CCn2c(=S)[nH]c3cc(OCC)c(OCC)cc3c2=O)CC1	10.9	4.0
18	COC(=O)c1[nH]c2ccccc2c1NC(=O)CCN1CCN(C2CCCCC2)CC1	-4.9	-1.0
19	C#CCOCCOCCOCCNc1nc(N2CCN(C(=O)[C@H](CCCCN)n3cc(C(N)CO)nn3)CC2)nc(N2CCN(C(=O)[C@H](CCC(=O)O)n3cc(C(N)CC(C)C)nn3)CC2)n1 (some centres not stated)	-2.9	3.6
20	O=C(NNc1nc(N2CCOCC2)nc(N2CCOCC2)n1)Nc1ccc(Cl)cc1	2.5	1.8

# The last two records of the section above lead into the next.
entry	smiles	SENP6 block	SENP7 inh
19	C#CCOCCOCCOCCNc1nc(N2CCN(C(=O)[C@H](CCCCN)n3cc(C(N)CO)nn3)CC2)nc(N2CCN(C(=O)[C@H](CCC(=O)O)n3cc(C(N)CC(C)C)nn3)CC2)n1 (some centres not stated)	-2.9	3.6
20	O=C(NNc1nc(N2CCOCC2)nc(N2CCOCC2)n1)Nc1ccc(Cl)cc1	2.5	1.8
21	CC(C)(C)OC(=O)NCCCC1=CC2=CC(=O)C(C)(O)C(=O)C2=CO1 (configuration not stated)	11.3	4.5
22	COC(=O)/C=C1/S/C(=N/N=C/c2ccc(N(C)C)cc2)NC1=O	-18.9	1.0
23	Cn1c(=O)c(C(=O)COC(=O)c2cc(C(F)(F)F)nc3ccccc23)c(N)n(Cc2ccccc2)c1=O	6.1	5.3
24	O=C(CSc1nnc(-c2ccc(Cl)s2)o1)N1CCc2ccccc21	12.1	-11.4
25	CC1=C(/C=C/C(C)=C/C=C/C(C)=C/C=C/C=C(C)/C=C/C=C(C)/C=C/C2=C(C)CCCC2(C)C)C(C)(C)CCC1	-2.0	0.0
26	CC(=O)OCC(CCn1cnc2cnc(N)nc21)COC(C)=O	-0.3	4.6
27	CC(=C\c1ccccc1)/C=C1/SC(=S)N(CCC(=O)Nc2ccccn2)C1=O	22.6	8.6
28	C=CC[C@@H]1C=C[C@H](O/N=C/c2ccc(C(=O)N3[C@H](c4ccc(C)cc4)[C@@H](C)CC[C@H]3C(=O)OC)cc2)[C@@H](CO)O1	-5.8	-1.4
29	CC(=O)c1cccc(NC(=O)Nc2cc3sccc3n2C)c1	8.2	-2.0
30	Cc1noc(C)c1S(=O)(=O)Nc1ccc(C(=O)N2CCC(C)CC2)cc1	-21.8	-4.5
31	O=C(Nc1ccccc1Cl)C1CC(=O)n2c(nc3ccccc32)N1 (configuration not stated)	-5.2	1.1
32	CCC1=C/C(=C\c2ccc3c(c2)OCO3)C(=O)S1	3.3	4.8
33	C/C(CCN1CCCCc2nc(C)c(C)cc21)=N\O[C@@H](C)CN1CCCCc2nc(C)c(C)cc21	0.1	-1.9
34	Cc1nc(C)c(C)nc1C	8.9	9.2
35	CN(C)c1nc(N(C)C)nc(N(C#N)CN2C(=O)c3ccccc3C2=O)n1	2.4	-6.7
36	CN1CCN(c2ccc([N+](=O)[O-])cc2/C=N/NC(=O)c2cccc([N+](=O)[O-])c2)CC1	-10.3	7.9
37	Cc1cc(NC(=O)Cn2c(=O)n(CCCCC(=O)NC3CCN(Cc4ccccc4)CC3)c(=O)c3ccccc32)n[nH]1	6.5	1.5
38	CC1(OC(=O)c2ccco2)C(=O)C=C2C=C(c3ccsc3)OC=C2C1=O (configuration not stated)	-10.6	1.2
39	Cc1c(-c2cc[n+]([O-])cc2)oc2ccc(Br)cc2c1=O	-11.4	-7.4
40	O=[N+]([O-])c1cc(C=Nc2cccc3c(O)cccc23)ccc1Cl	84.3*	25.1

# (list continues)
entry	smiles	SENP6 block	SENP7 inh
41	CCCCn1c(=S)[nH]c2ccc(N3CCOCC3)cc2c1=O	-14.0	4.3
42	Cc1cccc(-n2c(N)cc(=O)nc2SCC(=O)Nc2nnc(CC(C)C)s2)c1	-12.9	3.2
43	Cc1cc(C)n2nc(SCc3cc(=O)oc4cc(C)c(C)cc34)nc2n1	-20.0	-1.2
44	Cc1c(C(C)(C(=O)O)c2c(C)n(C)c3ccccc23)c2ccccc2n1C	-0.5	-5.4
45	Cc1ccc(-n2c(=O)c3sccc3n(Cc3cc(=O)n4ccccc4n3)c2=O)cc1F	-11.0	-2.5
46	CCCCc1ccc(-c2nc(NC(=O)C3C4CCC(O4)C3C(=O)O)sc2C)cc1 (configuration not stated)	13.3	1.0
47	Cc1cc(C)c(NS(=O)(=O)c2ccc(NC(=O)/C=C/C(=O)O)cc2)c(C)c1	-7.8	9.7
48	CC(C)CC1NC(=O)c2ccccc2-n2c1nc1cc(F)ccc1c2=O (configuration not stated)	9.8	6.9
49	COc1ccc(NC(=O)c2ccc3c(SCC(=O)O)c4c(nc3c2)CCCC4)cc1Cl	-37.0	-8.9
50	Cc1ccc(NC(=S)/C(=C(\[O-])c2ccc(C)c([N+](=O)[O-])c2)[n+]2ccccc2)cc1C	-7.8	-3.4
51	COc1ccc(-c2csc(NC(=O)COC(=O)Cc3ccc(Cl)cc3Cl)n2)cc1	20.8	4.9
52	COCCCn1c2nc3ccccc3nc2c2c(=O)n(Cc3cccs3)cnc21	-4.0	-4.8
53	O=C(c1ccc(N2CCN(C3CC(=O)N(c4ccc(F)cc4)C3=O)CC2)cc1)c1cccnc1 (configuration not stated)	2.6	-0.8
54	Oc1ccc(N=C/C=C/c2ccc(Br)cc2)cc1-c1nc2ccccc2s1	-6.0	4.4
55	CCOC(=O)c1cc(-c2ccc(Cl)cc2)nc2onc(C)c12	-10.1	0.5
56	CCN(CC)c1ccc2c(c1)CCCN2	36.7	19.2
57	CCOC(=O)C1Nc2c(F)cc(C)cc2C2C=CCC12 (configuration not stated)	-1.6	-6.0
58	CCSCc1nnc(SCC(=O)Nc2nc(C)cs2)n1C	-20.6	1.3
59	O=C(COC(=O)c1sc2cc(Cl)ccc2c1Cl)Nc1ncc(Cl)cc1Cl	-21.5	1.5
60	CCCCCCc1cc2cc(C(N)=O)c(=N)oc2cc1O	-14.1	-10.2

# (next part)
entry	smiles	SENP6 block	SENP7 inh
61	O=C(CSc1nnc(NC(=O)c2ccccc2Cl)s1)Nc1ccc2c(c1)oc1ccccc12	37.4	82.2*
62	CCn1c(C)nc2cc(C(=O)NNC(=O)Nc3ccc(Cl)c(Cl)c3)ccc21	-5.2	9.6
63	CCCCC(=O)Nc1cccc(C(C)O)c1 (configuration not stated)	-1.3	7.2
64	C=CCN1C(=O)N/C(=C/c2ccc(N3CCOCC3)o2)C1=O	1.4	3.1
65	CSCCC(NC(=O)c1ccccc1)c1nc(-c2ccccc2)no1 (configuration not stated)	8.2	-12.3
66	Cc1ccc(S(=O)(=O)NC(=O)c2ccc(-c3ccc(-c4ccccc4)cc3)o2)c(C)c1	10.9	-5.0
67	CCN(CC)CCNc1ncnc2c1[nH]c1ccc(OC)cc12	-16.2	5.5
68	CN(Cc1ccccc1NC(=O)c1ccc(S(=O)(=O)N(C)C)cc1)C1CCCCC1	-22.9	-9.6
69	CSc1nnc2n(Cc3ccccc3)c(=O)c3c4c(sc3n12)COC(C(C)C)C4 (configuration not stated)	-10.4	7.1
70	O=C(COC(=O)c1cc(-c2ccncc2)nc2ccccc12)Nc1ccc2c(c1)OCO2	12.1	7.7
71	COc1ccc(C2c3c(ccc4ccccc34)Oc3ncn4nc(Cc5ccc(OC)c(OC)c5)nc4c32)cc1 (configuration not stated)	13.1	5.8
72	O=C(CNc1cc(S(=O)(=O)N2CCCC2)ccc1OCC(F)(F)F)Nc1cc(Cl)cc(Cl)c1	-11.1	12.9
73	Cc1ccc(OCc2nnc(NC(=O)OCC(C)C)s2)c(C)c1	-10.5	-2.6
74	O=C(O)CC1NC(=O)N(c2ccccc2)C1=O (configuration not stated)	-6.9	1.2
75	CCn1ncc(CNC(=O)c2cccc([N+](=O)[O-])c2)c1C	-26.2	0.5
76	O=C(CN1C(=O)c2ccccc2C1=O)Nc1nc(-c2cccc([N+](=O)[O-])c2)cs1	-19.9	-3.8
77	O=C(NCc1cc(C(F)(F)F)ccc1Cl)c1cccc2c1C(=O)c1ccc(-c3ccc(OC(F)(F)F)cc3)cc1S2(=O)=O	-0.4	12.3
78	Cc1cccc(NC(=O)CSc2nnc(NC(=O)c3ccc(S(=O)(=O)N4CCOCC4)cc3)s2)c1C	-0.1	-9.2
79	CC1CC(C)CN(CCCNC(=O)C2CCN(c3ncnc4c3sc3cccc(F)c34)CC2)C1 (configuration not stated)	-3.5	4.9
80	CC(=O)Nc1ccc(S(=O)(=O)N2C(=O)c3cccc4cccc2c34)cc1	-11.0	0.9

# Full records, quoted from the list. Values in the order: SENP6 block	SENP7 inh
# C=CC[C@@H]1C=C[C@H](O/N=C/c2ccc(C(=O)N3[C@H](c4ccc(C)cc4)[C@@H](C)CC[C@H]3C(=O)OC)cc2)[C@@H](CO)O1 in the list: -5.8	-1.4
# O=C(CNc1cc(S(=O)(=O)N2CCCC2)ccc1OCC(F)(F)F)Nc1cc(Cl)cc(Cl)c1 in the list: -11.1	12.9

# Marked active in SENP7 inh, among the entries above:
entry	smiles	SENP6 block	SENP7 inh
61	O=C(CSc1nnc(NC(=O)c2ccccc2Cl)s1)Nc1ccc2c(c1)oc1ccccc12	37.4	82.2*

# Next section
entry	smiles	SENP6 block	SENP7 inh
81	c1ccc(C2CCC(N3CCC(N4CCCCC4)CC3)CC2)cc1 (configuration not stated)	-12.6	-4.4
82	CCOC(=O)O[C@]1(C(=O)OCCl)CC[C@H]2[C@@H]3CCC4=CC(=O)C=C[C@]4(C)[C@H]3[C@@H](O)C[C@@]21C	-17.9	7.5
83	COc1ccc(O[C@H]2C=C[C@@H](c3ccccc3)O[C@@H]2CO/N=C/C[C@@H]2C=C[C@H](OC(C)=O)[C@@H](COC(C)=O)O2)cc1	-12.0	10.3
84	Cn1c(SCC(=O)NCc2ccccc2)nc2c([nH]c3ccccc32)c1=O	-1.6	6.6
85	CCCCC1=NC2(CCCC2)C(=O)N1Cc1ccc(-c2ccccc2-c2nn[nH]n2)cc1	-4.2	3.4
86	CN(CCOC(=O)CN1C(=O)c2ccccc2C1=O)C1=NS(=O)(=O)c2ccccc21	-19.6	-0.5
87	O=C(CSCc1ccco1)c1ccc(Cl)s1	9.3	-7.9
88	CCCCCCN(C(=O)CCCCCN1C(=O)NC(c2ccc(-c3ccccc3)cc2)C(C(=O)OCc2ccccc2)=C1C)C(C(=O)NCCCC)c1ccccc1 (configuration not stated)	-10.0	5.1
89	Cc1cc2cc(CCNC(=O)C3c4ccccc4Oc4ccccc43)c(=O)[nH]c2cc1C	-13.3	-8.0
90	CC(=O)Nc1cccc(Cn2cccn2)c1	-11.4	4.8
91	O=C(NCc1ccc(F)cc1)c1cc2sccc2n1Cc1ccc(F)cc1	1.2	-0.9
92	CCCOc1ccc(C2C(C(=O)c3ccco3)=C(O)C(=O)N2CCN2CCOCC2)cc1OC (configuration not stated)	-2.0	-0.2
93	NC1=NC(c2cn[nH]c2-c2ccc(F)cc2)n2c(nc3ccccc32)N1 (configuration not stated)	-21.8	3.9
94	COc1cc(OC)cc(C(=O)NCCSCc2ccco2)c1	0.1	8.5
95	CC1(C)CC(=O)C2=C(C1)NC(=O)CC2C(=O)NCc1ccc(F)cc1 (configuration not stated)	-12.7	-9.2
96	Cc1nn(-c2ccccc2)c(C)c1-c1cc(C(=O)N/N=C/c2cccnc2)[nH]n1	1.8	-7.9
97	Cc1ccc(NC(NC(=O)OCCn2c([N+](=O)[O-])cnc2C)C(Cl)(Cl)Cl)cc1 (configuration not stated)	6.9	8.1
98	O=C(NC1CC1)c1ccc2c(c1)S(=O)(=O)c1cc(Cl)ccc1C2=O	7.8	10.4
99	CC(=O)c1ccccc1NC(=O)COC(=O)c1ccc2c(c1)nc(C)n2-c1ccccc1	-7.8	-7.0
100	CCCc1nc2sc3c(=O)[nH]cnc3c2c2c1CCCC2	-13.1	1.6
101	COc1ccc(OCc2nnc(SCC(=O)c3c(N)n(C)c(=O)n(C)c3=O)n2-c2ccccc2F)cc1	8.2	7.7
102	C#CCOCCOCCOCCNc1nc(N2CCN(C(=O)[C@H](C)n3cc(CCCN=C(N)N)nn3)CC2)nc(N2CCN(C(=O)[C@H](Cc3ccc(O)cc3)n3cc(CCO)nn3)CC2)n1	-12.7	6.6
